Bioassay records deposited in PubChem BioAssay by several laboratories.
TNAP inh hi DEA: human TNAP enzyme inhibitors, primary screen, biochemical, luminescent, high phosphate acceptor level, uHTS | Alkaline phosphatase, tissue-nonspecific isozyme (Homo sapiens), P05186 | purified TNAP, CDP-star luminescence, 1 M DEA | inhibition, % at 20 µM | actives 0.03% (n = 200,000) | AID 1135, 2008;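 active = over 50% inhibition of tissue-nonspecific alkaline phosphatase at 20 µM in the single-dose screen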;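 also: plate controls were DMSO wells for no effect and EDTA-quenched wells as full inhibition for full effect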
Target sequence (P05186 whole entry, looked up): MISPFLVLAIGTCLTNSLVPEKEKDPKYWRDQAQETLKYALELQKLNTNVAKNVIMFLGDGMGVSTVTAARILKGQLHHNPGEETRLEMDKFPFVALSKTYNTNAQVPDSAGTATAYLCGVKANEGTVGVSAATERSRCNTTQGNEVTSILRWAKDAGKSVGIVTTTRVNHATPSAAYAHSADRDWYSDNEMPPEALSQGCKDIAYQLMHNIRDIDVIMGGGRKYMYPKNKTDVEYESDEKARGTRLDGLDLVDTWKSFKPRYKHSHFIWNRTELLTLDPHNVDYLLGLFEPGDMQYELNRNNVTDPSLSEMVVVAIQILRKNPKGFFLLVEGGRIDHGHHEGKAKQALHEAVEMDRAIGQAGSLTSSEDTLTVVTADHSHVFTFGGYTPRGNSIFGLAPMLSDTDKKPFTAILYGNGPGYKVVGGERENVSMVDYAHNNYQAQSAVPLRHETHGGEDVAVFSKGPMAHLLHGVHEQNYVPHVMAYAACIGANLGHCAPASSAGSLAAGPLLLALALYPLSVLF
bIAP act: bovine intestinal alkaline phosphatase activators, primary screen, biochemical, bovine IAP, CDP-star luminescence | alkaline phosphatase, intestinal [Bos taurus] | purified bovine IAP, 30 min; active compounds read high; fold of DMSO-control signal, blank-subtracted | activation factor at 20 µM | actives 0.17% (n = 200,000);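 active = activation factor of 2 or more at 20 µM, a signal rise over negative controls twice the positive control's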
APP transl inh: inhibitors of APP translation via 5'UTR reporter, primary screen, APP 5'UTR luciferase, SH-SY5Y cells | SH-SY5Y APP 5'UTR-luciferase reporter, luminescence | inhibition, % at 2 µM | actives 0.82% (n = 190,000) | AID 1285, 2008;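 active = inhibition above a set limit, derived from the sample mean plus 3 SD, cut at about 45% in these data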; also: values of inactives mirror those of a sister screen read the other way
RAM network inh: inhibitors of the yeast RAM network, primary screen, dse1pr::URA3 reporter, 5-FOA selection; S. cerevisiae dse1pr::URA3 reporter, 5-FOA growth OD615, 2 d; analog-sensitive cbk1-as2 kinase mutant strain; inhibition, % at 50 µM; actives 1.8% (n = 190,000);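 active = inhibition above a set limit, 3 SD over mean compound inhibition, cut at about 8.4% in these data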;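 also: 0% = DMSO-only wells with no growth and 100% = 10 µM 1-NA-PP1 full growth; inhibition rescues growth on 5-FOA so higher OD means more RAM inhibition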
Lmaj promast: Leishmania major promastigote growth inhibition, primary screen; Leishmania major promastigotes, resazurin fluorescence viability; AID 1063, 2008; actives 9% (n = 200,000); inhibition, % at 10 µM; in the data active = inhibition above about 50%;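 also: promastigotes grown with compound for 44 hours at 28 °C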
FLuc inh counter: firefly luciferase enzyme inhibitors, primary screen, artefact control for luciferase-based inhibitor screens, biochemical, luminescence, ATPLite. Luciferin 4-monooxygenase (Photinus pyralis), P08659. actives 1.5% (n = 200,000). inhibition, % at 10 µM. 10 min;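 active = inhibition above about 50% when tested at 10 µM, limit read from the data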
Target sequence (P08659 whole entry, looked up): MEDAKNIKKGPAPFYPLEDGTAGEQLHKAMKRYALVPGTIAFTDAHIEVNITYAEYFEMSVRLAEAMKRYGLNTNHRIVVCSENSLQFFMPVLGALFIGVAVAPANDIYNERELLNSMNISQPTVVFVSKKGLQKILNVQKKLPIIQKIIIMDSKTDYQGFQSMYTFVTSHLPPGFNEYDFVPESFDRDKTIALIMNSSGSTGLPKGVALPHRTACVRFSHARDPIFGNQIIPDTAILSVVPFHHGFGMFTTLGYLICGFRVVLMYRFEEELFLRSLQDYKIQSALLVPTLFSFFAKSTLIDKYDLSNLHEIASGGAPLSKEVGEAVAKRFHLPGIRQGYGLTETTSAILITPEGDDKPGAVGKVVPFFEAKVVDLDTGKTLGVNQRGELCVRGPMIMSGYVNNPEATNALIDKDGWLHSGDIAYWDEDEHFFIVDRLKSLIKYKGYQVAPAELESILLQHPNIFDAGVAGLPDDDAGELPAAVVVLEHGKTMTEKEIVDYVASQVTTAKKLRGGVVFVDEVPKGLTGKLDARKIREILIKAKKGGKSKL
TNAP inh noacc: human TNAP enzyme inhibitors, primary screen, biochemical, luminescent, no phosphate acceptor, uHTS; AID 1012, 2008; actives 0.26% (n = 200,000); inhibition, % at 20 µM; Alkaline phosphatase, tissue-nonspecific isozyme (Homo sapiens), P05186; purified TNAP, CDP-star luminescence, 30 min;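 active = tissue-nonspecific alkaline phosphatase inhibition above about 50% at 20 µM in the single-dose screen, limit read from the data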;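 also: 0% = DMSO negative control and 100% = EDTA positive control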
FLuc stim CS: FLuc activators, initial screening, artefact control for FLuc-dependent activation tests, biochemical, ATPlite luminescence; Luciferin 4-monooxygenase (Photinus pyralis), P08659; ATPlite luciferase biochemical, 10 min; 0 = ATP-free wells, 1 = DMSO control; activation factor at 10 µM; 200,000 tested, under 10 active; AID 1027, 2008;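 active = luciferase activation factor, scaled between plate controls, of at least 2 with compound at 10 µM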
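Material: Luciferase/luciferin reagent mix; Doses: test compounds dosed from 2 mM stocks in 100% DMSO; Schedule: 10 min incubation after luciferase reagent addition, room temperature; Measured by: luminescence from luciferase reaction; Read-out: luminescence gain marking luciferase activators.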
bIAP inhibitor: bovine intestinal alkaline phosphatase inhibitors, primary screen, selectivity assay for TNAP inhibitor project, biochemical, bovine IAP, CDP-star luminescence | alkaline phosphatase, intestinal [Bos taurus] | purified bovine IAP, 30 min | inhibition, % at 20 µM | 190,000 tested, under 10 active;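 active = over 50% inhibition of intestinal alkaline phosphatase at 20 µM in the single-dose screen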
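System: purified bovine intestinal alkaline phosphatase (IAP) enzyme; Input: IAP diluted 1/65,000,000 in the well; Measured by: CDP-star luminescence signal; Compound dosing: 20 µM single dose; Incubation: 30 min reaction at room temperature.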
TNAP act hi DEA: TNAP activators at high phosphate acceptor level, primary screen, biochemical, luminescence, uHTS | activation factor at 20 µM | purified TNAP, CDP-star luminescence, 1 M DEA, 30 min; active compounds read high; 0 = EDTA background, 1 = DMSO-only activity | AID 1136, 2008 | Alkaline phosphatase, tissue-nonspecific isozyme (Homo sapiens), P05186 | 200,000 tested, under 10 active;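 active = activation factor at least 2 at 20 µM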
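Assay system: human TNAP; Input: enzyme diluted 1/800 final; Reagent: CDP-star luminogenic substrate at 100 µM final; Timing: 30 min, room temperature; Signal: luminescence; Evaluation: TNAP activation factor scaled between EDTA and DMSO control wells.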
Numbers without * were called inactive. No enrichment for hits (roughly 13% active in at least one column).

SMILES	TNAP inh hi DEA	bIAP act	APP transl inh	RAM network inh	Lmaj promast	FLuc inh counter	TNAP inh noacc	FLuc stim CS	bIAP inhibitor	TNAP act hi DEA
CCCCCCCCS(=O)C1CCS(=O)(=O)C1 (stereo not given)	-6	0.9	5	0.3	-4	-6	-14	1.1	6	1.1
O=S(=O)(c1cccc(S(=O)(=O)N2CCN(c3ncccn3)CC2)c1)N1CCOCC1	-3	0.9	-3	2.6	-3	-3	-8	1	8	1
Cc1[nH]c2ccccc2c1Cc1nnc(SCC(=O)NCc2ccco2)o1	-2	0.9	-13	3.5	-10	0	-9	1	9	1
COc1ccccc1N1CCN(Cc2nc3ccsc3c(=O)[nH]2)CC1	2	1	-2	-0.7	-6	-4	9	1	-1	1
Cc1ccc(NC2=NC3(CCCC3)N=C(N)N2)c(C)c1	-2	1.1	-14	0.7	-3	-8	-7	1.1	-10	1
O=C(NCc1csc(-c2ccccc2)n1)c1ccco1	-5	0.9	-42	1.9	5	0	-10	1	9	1.1
CCN(Cc1ccccc1)Cc1c(F)cccc1F	0	0.9	4	0.1	-2	4	-10	1	5	1
O=C(Cn1nnc2c(cnn2-c2ccc(F)cc2)c1=O)Nc1ccccc1C(F)(F)F	-7	1	2	3.1	-7	-8	-4	1.1	1	1.1
CCn1c(NCc2cc(OC)ccc2OC)nc2ccccc21	-5	0.9	0	0.0	47	7	-8	0.9	8	1
CCOC(=O)Cn1nc(C)c(NC(=O)COc2ccccc2)c1C	-4	1.1	-1	3.6	3	0	-8	1	-13	1
Fc1ccc(N/N=C/c2cccnc2)c(F)c1	-2	1.1	-11	0.9	22	5	-7	0.9	-6	1
Cc1cc(N2C(=O)C(O)=C(C(=O)c3cccs3)C2c2ccccc2)no1 (stereo not given)	-6	0.9	-13	1.7	-9	-4	-10	1	5	1.1
O=c1c2ccccc2nc(COc2ccccc2)n1/N=C/c1cn[nH]c1-c1ccccc1	-5	1.2	-18	4.4	51*	-6	-9	1.1	-22	1.1
CCn1c(Cc2cccc3ccccc23)nnc1SCC(=O)Nc1nccs1	2	0.8	-3	1.9	8	-2	3	1	17	1
CCOC(=O)C1=C(N2CCCCC2)c2cc3c(n2C1=O)CCCC3	0	0.8	12	-0.1	29	6	6	0.9	16	1
O=C1OC(c2ccc(Cl)cc2)=N/C1=C\c1cccnc1	-3	0.9	-2	-0.3	4	-3	8	1	9	1
NC(=O)C(c1ccc(Cl)cc1)c1ccc(Sc2ccccc2)nn1 (stereo not given)	-6	0.8	1	0.4	15	-3	-10	1	17	1.1
CCOC(=O)C1(CC2CCCCO2)CCN(Cc2nccn2-c2cccc(C)c2)CC1 (stereo not given)	-5	1	1	0.0	53*	-4	-7	1	-3	1.1
O=C(COc1ccc2ccccc2c1)N1CCCC1	1	1	-6	-0.5	1	3	-8	1	4	1
CCOc1cc(S(=O)(=O)n2ccc(C)n2)ccc1Br	-6	1	11	1.3	-7	-7	-6	1.1	-5	1.1
O=C(NNc1nc2cc3c(cc2s1)OCO3)c1cccc(F)c1	5	0.9	-31	0.5	55*	3	-5	1	6	1
CCn1c(C(=O)N2CCC(C(=O)NCc3cccs3)CC2)cc2sccc21	-4	1.1	-1	-0.2	3	-7	-18	1.1	-9	1
Cc1nc2ccc(NC(=O)c3ccc(S(=O)(=O)N(C)c4ccccc4)cc3)cc2s1	-1	1	0	5.3	99*	-3	-1	1	5	1
Cc1cccc(NC(=O)c2cc(NC(=O)c3ccco3)ccc2N2CCCCC2)c1	1	0.9	-16	3.0	-5	-6	-5	1.1	7	1
O=C(COC(=O)c1cc(S(=O)(=O)N2CCOCC2)ccc1F)c1ccc[nH]1	-3	1	1	6.8	23	-1	-19	1	2	1
CCCCSc1cnn(-c2ccccc2)c(=O)c1SCCCC	-3	1.2	-7	1.7	79*	-8	-2	1.1	-17	1
Cc1ccc2[nH]c(C)c(CCNC(=O)c3cc4cc([N+](=O)[O-])ccc4oc3=O)c2c1	8	0.9	-17	4.5	-9	-6	-3	1.1	5	0.9
O=C(NCc1ccccc1)C(c1cccs1)N(Cc1cccs1)C(=O)c1cnccn1 (stereo not given)	-3	1	-9	2.0	2	-7	-4	1.1	1	1
Cn1c(CNC(=O)c2ccccc2)nnc1SCC(=O)Nc1nccs1	0	0.9	-16	2.0	0	7	-3	0.9	5	1
CCC(C)NC(=O)CCSCCC(=O)NC(C)CC (stereo not given)	-2	1	4	-0.3	2	-2	-8	1	1	1

Grouped by structure: the entries above with a Cl atom (two)
SMILES	TNAP inh hi DEA	bIAP act	APP transl inh	RAM network inh	Lmaj promast	FLuc inh counter	TNAP inh noacc	FLuc stim CS	bIAP inhibitor	TNAP act hi DEA
O=C1OC(c2ccc(Cl)cc2)=N/C1=C\c1cccnc1	-3	0.9	-2	-0.3	4	-3	8	1	9	1
NC(=O)C(c1ccc(Cl)cc1)c1ccc(Sc2ccccc2)nn1 (stereo not given)	-6	0.8	1	0.4	15	-3	-10	1	17	1.1

More entries:
SMILES	TNAP inh hi DEA	bIAP act	APP transl inh	RAM network inh	Lmaj promast	FLuc inh counter	TNAP inh noacc	FLuc stim CS	bIAP inhibitor	TNAP act hi DEA
Cc1ccc2nc(-c3ccc(NS(=O)(=O)c4ccc(F)cc4)cc3)sc2c1	-8	0.9	-89	4.3	65*	32	-9	0.7	10	1.1
CCOc1c2ccc(C(=O)N[C@H](C)C3CCCCC3)cc2nn1CC	-5	0.9	10	0.8	11	-8	-9	1.1	7	1.1
CN(CCn1ccnc1)Cc1cn(-c2ccccc2)nc1-c1ccc2c(c1)OCO2	-7	1.1	7	0.5	94*	-8	-10	1.1	-8	1.1
Cc1cc([N+](=O)[O-])ccc1-c1ccc(C2Nc3ccccc3C(=O)N2O)o1 (stereo not given)	6	1	54*	0.5	99*	-5	16	1	5	0.9
CCOc1ccc(CC(=O)N2CCN=C2SC)cc1	-7	1	8	0.6	-4	6	-17	0.9	2	1.1
C=CCn1c(N)cc(=O)nc1SCC(=O)Nc1ccccc1C(N)=O	-8	1.1	-8	2.4	-7	-4	-7	1	-9	1.1
Cc1cccc(NS(=O)(=O)c2ccc3[nH]c(=O)cc(C(=O)O)c3c2)c1	-9	0.9	-12	3.7	-2	-7	-6	1.1	12	1.1
Cc1ccc(C)c(CSC2=NCCN2C(=O)Cc2ccc([N+](=O)[O-])cc2)c1	0	0.9	-14	0.9	8	-5	-5	1.1	6	1
CN(C)C(=S)SCC(=O)NC(=O)NC(C)(C)C	-8	1.1	-5	0.9	2	-7	-14	1.1	-6	1.1
O=C(CCn1c(=O)sc2ccccc21)NCc1ccco1	-2	1	2	-0.8	-4	-7	-10	1.1	3	1
CCn1c(-c2cc(-c3cccc(OC)c3)nc3ccccc23)n[nH]c1=S	-1	1.4	36	3.0	2	-3	1	1	-42	1
CCOC(=O)C1(CC2CCCCO2)CCN(C(=O)Nc2cccc(SC)c2)CC1 (stereo not given)	-12	1.2	12	0.9	6	-5	-27	1.1	-18	1.1
N#C/C(=C\c1cc2ccccc2nc1N1CCCCC1)C(N)=O	2	1.1	17	0.5	76*	-6	-16	1.1	-10	1
CC(=O)c1cccc(-n2nnnc2SCC(=O)NNC(=O)C(C)C)c1	-5	1.2	-2	0.8	-7	-2	-8	1	-16	1.1
O=C(CCCCCN1C(=O)c2ccccc2C1=O)NC1CCCC1	-6	1	0	2.6	-3	-6	-9	1.1	-2	1.1

6 entries already listed, sorted by SMILES length, falling.
SMILES	TNAP inh hi DEA	bIAP act	APP transl inh	RAM network inh	Lmaj promast	FLuc inh counter	TNAP inh noacc	FLuc stim CS	bIAP inhibitor	TNAP act hi DEA
Cc1cc([N+](=O)[O-])ccc1-c1ccc(C2Nc3ccccc3C(=O)N2O)o1 (stereo not given)	6	1	54*	0.5	99*	-5	16	1	5	0.9
Cc1cccc(NS(=O)(=O)c2ccc3[nH]c(=O)cc(C(=O)O)c3c2)c1	-9	0.9	-12	3.7	-2	-7	-6	1.1	12	1.1
CN(CCn1ccnc1)Cc1cn(-c2ccccc2)nc1-c1ccc2c(c1)OCO2	-7	1.1	7	0.5	94*	-8	-10	1.1	-8	1.1
CC(=O)c1cccc(-n2nnnc2SCC(=O)NNC(=O)C(C)C)c1	-5	1.2	-2	0.8	-7	-2	-8	1	-16	1.1
N#C/C(=C\c1cc2ccccc2nc1N1CCCCC1)C(N)=O	2	1.1	17	0.5	76*	-6	-16	1.1	-10	1
O=C(CCn1c(=O)sc2ccccc21)NCc1ccco1	-2	1	2	-0.8	-4	-7	-10	1.1	3	1

Other entries follow.
SMILES	TNAP inh hi DEA	bIAP act	APP transl inh	RAM network inh	Lmaj promast	FLuc inh counter	TNAP inh noacc	FLuc stim CS	bIAP inhibitor	TNAP act hi DEA
COc1cc(OC)cc(C(=O)Nc2ccc(NC(=O)c3ccco3)c(Cl)c2)c1	-4	0.9	-5	2.5	7	0	-11	1	6	1
O=C(COC(=O)c1cc(Cl)ccc1[N+](=O)[O-])Nc1cccc2ccccc12	0	0.7	-4	5.3	-5	2	-2	1	34	1
Cc1ccccc1-c1noc(-c2ccccc2C(=O)N2CCCC2)n1	-6	0.9	10	0.3	2	-6	-11	1.1	7	1.1
C#Cc1ccc([C@H]2C=C(C(=O)O)O[C@@H](OCc3ccc(CO)cc3)C2)cc1	-4	1	0	2.8	-8	-6	-4	1.1	-1	1
CCOc1ccc(NS(=O)(=O)c2cc(NC(=O)CCC(=O)c3cccs3)ccc2Cl)cc1	0	1	4	2.2	22	-2	-6	1	2	1
CCNc1nc(NCC)nc(N/N=C/c2ccc(N(C)C)cc2)n1	-5	1.2	3	-0.4	19	-4	-20	1	-20	1.1
O=C(c1ncn[nH]1)N1CCN(c2nc(-c3ccccc3)cs2)CC1	5	1.7	5	0.2	-11	9	-5	0.9	-73	1
Cc1ccc(NC(=O)CN2C(=O)NC3(CCC(C)CC3)C2=O)c(Cl)c1 (stereo not given)	-4	1	-17	2.4	-1	-1	-8	1	2	1
CCOC(=O)CN1C(=O)c2ccccc2C1=O	-6	0.9	-4	0.9	-4	-6	-10	1.1	7	1.1
CC(=O)Nc1ccc2nc(CN3CCN(Cc4ccc(F)cc4)C(CCO)C3)ccc2c1 (stereo not given)	-5	1.2	8	1.4	-4	-2	-2	1	-17	1.1
